Screening results deposited in PubChem BioAssay by several laboratories.
NOD1 NF-kB reporter: NOD1 signaling inhibitors, primary screen, cell-based, luminescence, uHTS (AID 1578). NOD1-driven NF-kB luciferase reporter cells, luminescence; higher % means a stronger effect. one-dose inhibition, % at 4 µM; EC50 in µM for titrated hits. 290,000 compounds, 1% hits; in the data active = inhibition mostly above about 36%, no sharp cut-off; inactive = mostly below about 34%;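 also: HEK-293T reporter cells stimulated with the NOD1 agonist gamma-tri-DAP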
NOD2 inhibition: NOD2 signaling inhibitors, cell-based, luminescence, uHTS, HEK293 (AID 1566). HEK293 NOD2/NF-kB luciferase reporter, luminescence; higher % means a stronger effect. inhibition, % at 4 µM, or EC50 in µM where a hit was titrated. 290,000 compounds, 0.63% hits; also: many of its hits are not listed in these tables
GPR55 LPI antagonism: GPR55 antagonists blocking LPI-driven arrestin recruitment, primary screen, imaging, U2OS, beta-arrestin-GFP, LPI agonist (AID 2013) | 290,000 compounds, 0.13% hits | U2OS GPR55 beta-arrestin-GFP translocation imaging, LPI antagonism; higher % means a stronger effect | one-dose inhibition, % at 10 µM; IC50 in µM for titrated hits | G-protein coupled receptor 55 (Homo sapiens);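 active = spots per cell inhibited over 60%, with over 100 cells counted and total cytoplasm intensity under 500,000; inconclusive = wells with under 100 cells, flagged as likely toxic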;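 also: U2OS cells stably carrying GPR55 and arrestin-GFP stimulated by 5 µM LPI near EC80; imaged beta-arrestin-GFP aggregate spots per cell after agonist stimulation; plate controls were LPI-stimulated DMSO wells for no effect and DMSO wells without LPI for full effect; some results filed as inactive read as strong as hits; confirmed hits need IC50 under 10 µM and bright autofluorescent wells are also inconclusive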
KOR beta-arrestin-1: KOR antagonists, beta-arrestin recruitment, cell-based, luminescence, uHTS (AID 1778) | Kappa-type opioid receptor (Homo sapiens) | KOR beta-arrestin recruitment, luminescence, antagonist mode; higher % means a stronger effect | one-dose inhibition, % at 10 µM; IC50 in µM for titrated hits | 290,000 compounds, 0.091% hits; also: strong numbers were not always called active
NTR1 agonist: agonists of NTR1, primary screen, imaging, U2OS cells, beta-arrestin-GFP, high content (AID 493036); Neurotensin receptor type 1 (Homo sapiens), P30989; NTR1-U2OS beta-arrestin-GFP spot imaging, agonist mode; activation, % at 20 µM; 330,000 compounds, 0.17% hits;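 active = activation at or above 40% of the spot to cytoplasm intensity ratio, with at least 20 cells analyzed; inconclusive = wells under 20 cells, flagged as cytotoxic or low count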;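 also: 0% = DMSO without peptide and 100% = 100 nM NTR1 peptide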
Target sequence (P30989 whole entry, looked up): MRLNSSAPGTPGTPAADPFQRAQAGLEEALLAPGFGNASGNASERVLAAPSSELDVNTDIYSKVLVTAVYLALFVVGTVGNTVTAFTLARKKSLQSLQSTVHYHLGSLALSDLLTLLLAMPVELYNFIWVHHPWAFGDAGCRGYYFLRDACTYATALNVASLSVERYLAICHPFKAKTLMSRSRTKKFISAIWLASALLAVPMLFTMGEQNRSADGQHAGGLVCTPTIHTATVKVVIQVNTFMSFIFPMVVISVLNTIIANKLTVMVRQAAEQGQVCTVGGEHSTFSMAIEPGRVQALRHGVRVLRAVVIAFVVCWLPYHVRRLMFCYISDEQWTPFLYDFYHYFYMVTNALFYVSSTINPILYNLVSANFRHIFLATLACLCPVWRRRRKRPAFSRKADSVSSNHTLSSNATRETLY
T cell HTS: modulators of CD8 T cell-vesicle binding, primary screen, mouse 2C CD8+ T cells, flow cytometry; 2C CD8+ T cell-vesicle binding; active compounds read low; calls only at 7 µM; 330,000 compounds, 0.068% hits; AID 2052, 2009;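 active = response, share of CD8 T cells binding vesicles, and their 90th percentile fluorescence all below set limits, cut at about 80% in these data, passing the limit was not always enough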
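material = purified 2C TCR transgenic mouse naive CD8+ T cells | controls = Unloaded micro-vesicles (low), QL9 vesicles with 0.7% DMSO (high) | detection = cytometric PE anti-B7-1 and Alexa647 anti-CD8 signals after 1% paraformaldehyde fixation | incubation = binding step 1.5 h, 37 °C, antibody labelling 20 min, ice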
GPR55 beta-arrestin: GPR55 agonists via beta-arrestin recruitment, primary screen, imaging, U2OS cells, beta-arrestin-GFP redistribution (AID 1961); U2OS GPR55 beta-arrestin-GFP redistribution imaging; higher % means a stronger effect; activation, % at 10 µM, or EC50 in µM where a hit was titrated; 290,000 compounds, 0.048% hits; G-protein coupled receptor 55 (Homo sapiens);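 active = activation above 40% with more than 50 cells counted in the well; inconclusive = wells holding fewer than 50 cells, flagged as toxic or sparse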;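 also: U2OS osteosarcoma cells stably expressing GPR55 and beta-arrestin-GFP; plate controls were DMSO negative control for no effect and LPI positive control for full effect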
Myeloid diff 2: induction of myeloid progenitor differentiation, primary screen, cell-based, flow cytometry, MLPCN library; AID 624256, 2012; 360,000 compounds, 1% hits; ER-HoxA9 myeloid progenitors, lysozyme-GFP differentiation; calls only at 10 µM;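 active = normalized GFP-positive differentiation at or above the plate's own cutoff, the solvent-only control mean plus 3 SD; inconclusive = no clear call, values can overlap the other calls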;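 also: cells exposed to compound for four days before flow analysis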
KOR beta-arrestin-2: KOR agonists, beta-arrestin recruitment, primary screen, cell-based, luminescence, uHTS (AID 1777); KOR beta-arrestin recruitment, luminescence; higher % means a stronger effect; 280,000 compounds, 0.02% hits; Kappa-type opioid receptor (Homo sapiens); activation, % at 10 µM, or EC50 in µM where a hit was titrated; in the data active = activation above about 50%, passing the limit was not always enough; also: a part of the inactive calls stands beside numbers as strong as those of hits
T cell HTS vesicle-bound %: further read-out of T cell HTS, marked with its call; double positive events, %; measured here: CD8+ vesicle-bound cell fraction;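 binding gate set so that unloaded-vesicle control wells show 10% double positive cells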
NTR1 agonist cell count 20 µM: second read-out of NTR1 agonist, no call of its own (marks repeat the call); cell count; measured here: cell count, cytotoxicity flag
Myeloid diff 2 GFP+ MAC1+ %: recorded beside Myeloid diff 2, whose call it bears; GFP+ MAC1+ double positive, %; measured here: differentiation confirmed by MAC1 staining
Active calls of the source: *; [ ] = another dose, or the depositor's remark. Rule as the data show it, unless noted: active = inhibition above about 50%; inactive = the rest. This is a subset; the hit share may differ from the screen's.

What do the screens show for `CSc1nc2cc(F)c(F)cc2n1C`?
NOD2 inhibition: 6%; GPR55 LPI antagonism: 1%; KOR beta-arrestin-1: 0%; NTR1 agonist: -1.5; T cell HTS: inactive; GPR55 beta-arrestin: -0.1%; Myeloid diff 2: inactive; KOR beta-arrestin-2: -0.8%; T cell HTS vesicle-bound %: 9; NTR1 agonist cell count 20 µM: 90; Myeloid diff 2 GFP+ MAC1+ %: 5.7

What do the screens show for `O=C(CNC1CCCCC1)Nc1ccc(S(=O)(=O)N2CCCCC2)cc1`?
NOD1 NF-kB reporter: -15%; NOD2 inhibition: -28%; GPR55 LPI antagonism: 3%; KOR beta-arrestin-1: 2%; NTR1 agonist: -1.2; T cell HTS: inactive; GPR55 beta-arrestin: -0.1%; Myeloid diff 2: inactive; KOR beta-arrestin-2: -4.6%; T cell HTS vesicle-bound %: 31; NTR1 agonist cell count 20 µM: 58; Myeloid diff 2 GFP+ MAC1+ %: 0.8

How did CCCCCCCC(=O)NC(Nc1ccc(S(N)(=O)=O)cc1)C(Cl)(Cl)Cl (stereo unspecified) do in these assays?
NOD1 NF-kB reporter: 29%; NOD2 inhibition: 23%; GPR55 LPI antagonism: 8%; KOR beta-arrestin-1: 2%; NTR1 agonist: 3.5; T cell HTS: inactive; GPR55 beta-arrestin: -0.1%; Myeloid diff 2: inactive; KOR beta-arrestin-2: 6.3%; T cell HTS vesicle-bound %: 16; NTR1 agonist cell count 20 µM: 68; Myeloid diff 2 GFP+ MAC1+ %: 0.8

What do the screens show for `COc1ccccc1CN1CCCC(N2CCN(c3ccc(F)cc3)CC2)C1` (stereo unspecified)?
NOD1 NF-kB reporter: -15%; NOD2 inhibition: -21%; GPR55 LPI antagonism: 0%; KOR beta-arrestin-1: -32%[20 µM]; NTR1 agonist: 0.9; T cell HTS: inactive; GPR55 beta-arrestin: 0.2%; Myeloid diff 2: inactive; KOR beta-arrestin-2: 5.4%; T cell HTS vesicle-bound %: 51; NTR1 agonist cell count 20 µM: 67; Myeloid diff 2 GFP+ MAC1+ %: 0.5

Results for CCCCOc1ccc(C(=O)NCC(=O)OC2CCOC2=O)cc1 (stereo unspecified) ?
NOD1 NF-kB reporter: -16%; NOD2 inhibition: 6%; GPR55 LPI antagonism: -4%; KOR beta-arrestin-1: 9%; NTR1 agonist: 3.6; T cell HTS: inactive; GPR55 beta-arrestin: 0.2%; Myeloid diff 2: inactive; KOR beta-arrestin-2: 5.2%; T cell HTS vesicle-bound %: 12; NTR1 agonist cell count 20 µM: 63; Myeloid diff 2 GFP+ MAC1+ %: 1.5

How did O=[N+]([O-])c1cccc2c1ccc1ncccc12 do in these assays?
NOD1 NF-kB reporter: 23%; NOD2 inhibition: -32%; GPR55 LPI antagonism: 2%; KOR beta-arrestin-1: -20%; NTR1 agonist: 2.0; T cell HTS: inactive; GPR55 beta-arrestin: 0.6%; Myeloid diff 2: inactive; KOR beta-arrestin-2: -4.4%; T cell HTS vesicle-bound %: 20; NTR1 agonist cell count 20 µM: 58; Myeloid diff 2 GFP+ MAC1+ %: 0.1

What do the screens show for `COc1cc(/C=C2/C(=O)CNC2=O)ccc1O`?
NOD1 NF-kB reporter: -17%; NOD2 inhibition: 11%; GPR55 LPI antagonism: -3%; KOR beta-arrestin-1: 16%; NTR1 agonist: 0.8; T cell HTS: inactive; GPR55 beta-arrestin: -0.4%; Myeloid diff 2: inactive; KOR beta-arrestin-2: -4.0%; T cell HTS vesicle-bound %: 58; NTR1 agonist cell count 20 µM: 91; Myeloid diff 2 GFP+ MAC1+ %: 0.0

What do the screens show for `CCCOc1ccc(C(=O)CCC(=O)OCC(=O)Nc2cc(C)on2)cc1`?
NOD1 NF-kB reporter: -11%; NOD2 inhibition: 3%; GPR55 LPI antagonism: 4%; KOR beta-arrestin-1: -28%; GPR55 beta-arrestin: 0.4%; KOR beta-arrestin-2: 2.8%

Results for Cc1ccc2[nH]c(C(=O)N3CCN(C(c4ccccc4)c4ccccc4)CC3)cc2c1 ?
NOD1 NF-kB reporter: -9%; NOD2 inhibition: -1%; GPR55 LPI antagonism: 8%; KOR beta-arrestin-1: 11%; NTR1 agonist: 0.3; T cell HTS: inactive; GPR55 beta-arrestin: 0.0%; Myeloid diff 2: inactive; KOR beta-arrestin-2: 7.0%; T cell HTS vesicle-bound %: 31; NTR1 agonist cell count 20 µM: 68; Myeloid diff 2 GFP+ MAC1+ %: 1.5

How did COc1cc(/C=N/NC(=O)c2ccc3ccccc3c2)ccc1Oc1ccc([N+](=O)[O-])cn1 do in these assays?
NOD1 NF-kB reporter: 4%; NOD2 inhibition: 16%; GPR55 LPI antagonism: 10%; KOR beta-arrestin-1: -24%; NTR1 agonist: 0.5; T cell HTS: inactive; GPR55 beta-arrestin: 0.0%; Myeloid diff 2: inactive; KOR beta-arrestin-2: -4.5%; T cell HTS vesicle-bound %: 53; NTR1 agonist cell count 20 µM: 89; Myeloid diff 2 GFP+ MAC1+ %: 1.5

What do the screens show for `NC(N)=N/N=C/c1ccc(OCc2ccc(Cl)cc2Cl)cc1`?
NOD1 NF-kB reporter: 7%; NOD2 inhibition: 20%; GPR55 LPI antagonism: 24%; KOR beta-arrestin-1: 10%; NTR1 agonist: 2.0; T cell HTS: inactive; GPR55 beta-arrestin: 0.3%; Myeloid diff 2: inconclusive; KOR beta-arrestin-2: 2.8%; T cell HTS vesicle-bound %: 14; NTR1 agonist cell count 20 µM: 15

How did COc1ccc(NC(=O)c2onc(C)c2Cl)cc1 do in these assays?
NOD1 NF-kB reporter: -7%; NOD2 inhibition: -30%; GPR55 LPI antagonism: 5%; KOR beta-arrestin-1: -11%; NTR1 agonist: -1.4; T cell HTS: inactive; GPR55 beta-arrestin: -0.1%; Myeloid diff 2: inactive; KOR beta-arrestin-2: 1.9%; T cell HTS vesicle-bound %: 37; NTR1 agonist cell count 20 µM: 66; Myeloid diff 2 GFP+ MAC1+ %: 0.4

What do the screens show for `CN(c1ccc(OCC(=O)O)cc1)S(=O)(=O)c1ccc2ccccc2c1`?
NOD1 NF-kB reporter: 6%; NOD2 inhibition: 16%; GPR55 LPI antagonism: 2%; KOR beta-arrestin-1: 13%; NTR1 agonist: 1.5; T cell HTS: inactive; GPR55 beta-arrestin: -0.1%; Myeloid diff 2: inactive; KOR beta-arrestin-2: -4.3%; T cell HTS vesicle-bound %: 58; NTR1 agonist cell count 20 µM: 95; Myeloid diff 2 GFP+ MAC1+ %: 0.4

What do the screens show for `Cc1cc(OC(C)C(=O)NCc2cccnc2)c2c(C)cc(=O)oc2c1` (stereo unspecified)?
NOD1 NF-kB reporter: -16%; NOD2 inhibition: 8%; GPR55 LPI antagonism: -5%; KOR beta-arrestin-1: -46%; NTR1 agonist: -0.4; T cell HTS: inactive; GPR55 beta-arrestin: -0.2%; Myeloid diff 2: inactive; KOR beta-arrestin-2: -6.9%; T cell HTS vesicle-bound %: 8; NTR1 agonist cell count 20 µM: 62; Myeloid diff 2 GFP+ MAC1+ %: 3.4

What do the screens show for `CCO/C=C/C(O)(CNC(=O)c1ccc(C(C)(C)C)cc1)C(F)(F)F` (stereo unspecified)?
NOD1 NF-kB reporter: 31%; NOD2 inhibition: 0%; GPR55 LPI antagonism: -2%; KOR beta-arrestin-1: -26%; NTR1 agonist: -0.8; T cell HTS: inactive; GPR55 beta-arrestin: -0.3%; Myeloid diff 2: inactive; KOR beta-arrestin-2: 4.5%; T cell HTS vesicle-bound %: 46; NTR1 agonist cell count 20 µM: 84; Myeloid diff 2 GFP+ MAC1+ %: 0.2

How did O=C(C1CCCN(S(=O)(=O)c2ccccc2)C1)N1CCN(c2ccccc2)CC1 (stereo unspecified) do in these assays?
NOD1 NF-kB reporter: -23%; NOD2 inhibition: 9%; GPR55 LPI antagonism: 5%; KOR beta-arrestin-1: -12%; NTR1 agonist: -0.8; T cell HTS: inactive; GPR55 beta-arrestin: -0.1%; Myeloid diff 2: inactive; KOR beta-arrestin-2: -2.2%; T cell HTS vesicle-bound %: 39; NTR1 agonist cell count 20 µM: 65; Myeloid diff 2 GFP+ MAC1+ %: 0.9

What do the screens show for `CCCN1CCN(CCCNC(=O)c2ccc3c(c2)NC(=O)c2ccccc2S3)CC1`?
NOD1 NF-kB reporter: 16%; NOD2 inhibition: 12%; GPR55 LPI antagonism: 8%; KOR beta-arrestin-1: -16%; NTR1 agonist: -1.6; T cell HTS: inactive; GPR55 beta-arrestin: -0.2%; Myeloid diff 2: inconclusive; KOR beta-arrestin-2: -2.9%; T cell HTS vesicle-bound %: 10; NTR1 agonist cell count 20 µM: 61

Results for CSCCCNC(=O)c1ccc(OC2CCN(C(=O)c3cccnc3)CC2)cc1 ?
NOD1 NF-kB reporter: -4%; NOD2 inhibition: 24%; GPR55 LPI antagonism: -1%; KOR beta-arrestin-1: 30%; NTR1 agonist: -1.1; T cell HTS: inactive; GPR55 beta-arrestin: 0.4%; Myeloid diff 2: inactive; KOR beta-arrestin-2: 3.7%; T cell HTS vesicle-bound %: 44; NTR1 agonist cell count 20 µM: 46; Myeloid diff 2 GFP+ MAC1+ %: 0.5

What do the screens show for `Cc1ccc2nsnc2c1S(=O)(=O)N1CCN(C)CC1`?
NOD1 NF-kB reporter: -8%; NOD2 inhibition: -8%; GPR55 LPI antagonism: 7%; KOR beta-arrestin-1: -6%; NTR1 agonist: 1.0; T cell HTS: inactive; GPR55 beta-arrestin: 0.4%; Myeloid diff 2: inactive; KOR beta-arrestin-2: 7.8%; T cell HTS vesicle-bound %: 25; NTR1 agonist cell count 20 µM: 53; Myeloid diff 2 GFP+ MAC1+ %: 2.9
